ARNT TACC3 PPI – ARNT/TACC3 interaction disruption | 0.66% of 390,000 active | Q9Y6A5 | AID 623870 | AlphaScreen His-ARNT PAS-B/GST-TACC3 binding, luminescence; TACC3 fragment carries E629A point mutation | inhibition, % at 9.99 µM;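 active = mean inhibition of replicates at least 50% and at least half of replicates each reaching 50%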;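 note: 0% = complete ARNT plus TACC3 wells and 100% = ARNT alone without TACC3; many hits fall short of the cut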
Active calls of the source: *. The list is partial; rates above refer to the full screens.

SMILES | ARNT TACC3 PPI
CN1C2C=C3C(C#N)=C(N)C(C#N)(C#N)[C@@H](c4cccc(F)c4)[C@@H]3C1CC2 (stereo partly specified) | 1
O=C(NC(Cc1ccccc1)C(=O)OCC(=O)N1CCc2ccccc21)c1ccco1 (stereo unspecified) | 0
CCOC(=O)c1sc(C)c2c(=O)n(CCCN3CCOCC3)cnc12 | 2
O=C(Cn1ncc2c3ccccc3n(Cc3ccccc3)c2c1=O)N1CCN(c2ccccn2)CC1 | 24
COC(=O)c1c(NC(=O)c2cccs2)sc2c1CCC(C)C2 (stereo unspecified) | -11
COc1ccc(N(C(=O)c2ccc(Cl)cc2)C2=CC3CCC(C2)N3C)cc1 (stereo unspecified) | -2
COc1cccc(C(=O)Nc2ncc3c(n2)CC(C)(C)CC3=O)c1 | -5
O=C(c1cc2c(s1)CCCCC2)N1CCN(c2ncccn2)CC1 | -20
CC(=O)N1CCCc2cc(S(=O)(=O)NC(C(=O)NC(C)c3ccccc3)C(C)C)ccc21 (stereo unspecified) | -3
CCCN1C2=NS(=O)(=O)CCN2c2ccccc21 | -23
CCOc1ccccc1C1C(C#N)=C(SCC(=O)OC)NC(=O)C1C(=O)OC (stereo unspecified) | -3
CCCCn1c(=O)n(C)c(=O)c2c(C(F)(F)F)cc(-c3ccncc3)nc21 | 2
Cc1[nH]nc2c1C1(C(=O)N(Cc3ccc(Cl)cc3)c3ccccc31)C(C#N)=C(N)O2 (stereo unspecified) | -1
CCc1cccc(NC(=O)CSCc2cc(=O)[nH][nH]2)c1 | 7
O=c1c2ccccc2nc(SCc2cc(F)cc3c2OCOC3)n1Cc1ccco1 | 5
Cc1nc(SCC(=O)Nc2c(C)n(C)n(-c3ccccc3)c2=O)nc(C)c1C | -1
Cc1ccc(C(=O)COC(=O)CNC(=O)COc2ccccc2C)cc1C | -2
CCOC(=O)c1sc2ccccc2c1OC(=O)c1ccc(C)cc1 | -15
Cn1nc(-c2ccc(OCC(=O)NCC3CCCO3)cc2)c2ccccc2c1=O (stereo unspecified) | -6
CCC(=O)N1c2ccccc2NC2=C(C(=O)CC(c3ccco3)C2)C1c1ccco1 (stereo unspecified) | 4

Individual results from the results shown:
Entry for CC(=O)N1CCCc2cc(S(=O)(=O)NC(C(=O)NC(C)c3ccccc3)C(C)C)ccc21 (stereo unspecified) under ARNT TACC3 PPI: -3
Entry for COC(=O)c1c(NC(=O)c2cccs2)sc2c1CCC(C)C2 (stereo unspecified) under ARNT TACC3 PPI: -11

(further entries)
SMILES | ARNT TACC3 PPI
O=C(Nc1cc(C(F)(F)F)ccc1F)C1CCC1 | -3
CN(C)c1ccc(NC(=O)c2ccc3nsnc3c2)cc1 | -3
O=C(Nc1ccc(Cl)c(S(=O)(=O)N2CCOCC2)c1)c1ccc(OCC2CCCO2)cc1 (stereo unspecified) | 3
COc1ccc(CCn2c(C)cc(C(=O)CSc3nnnn3C)c2C)cc1 | -9
Cc1ccc(O)c(NC(=O)c2cccc(NC(=O)c3ccco3)c2)c1 | 4
COc1cccc(Nc2cc(C)nc3ccccc23)c1 | 4
O=C(O)c1ccc(-n2cccc2)cc1O | -4
CC1CCCC(NC(=O)C2CCN(S(=O)(=O)N3CCC4(CC3)OCCO4)CC2)C1C (stereo unspecified) | -26
CCc1nc(N2CCC3(CC2)OCCO3)c2nnn(Cc3ccccc3Cl)c2n1 | -11
COc1ccc(Oc2nc3ccccc3n3cccc23)cc1 | 2
C=CCn1c(CNC(=O)c2cccs2)nnc1SCC(=O)Nc1ccc(C(=O)O)cc1 | 3
Cc1cccc(C2NS(=O)(=O)N=C2N)c1 (stereo unspecified) | 4
O=C(c1ccco1)N1CCN(Cc2cccnc2)CC1 | 26
Cc1nn(-c2cc(N3CCCCCC3)ccc2[N+](=O)[O-])c(=O)c2ccccc12 | 3
O=C(Cn1ccc2ccccc2c1=O)NCCC(=O)Nc1cccnc1 | -1
O=C1COc2ccc(C(=O)c3ccccc3C(=O)NCc3ccccc3)cc2N1 | 1
C=CCn1c(=O)c(C(=O)Nc2ccccc2C(=O)OCC)c(O)c2ccccc21 | -25
CCc1ccc(NC(=O)c2cc(-c3ccco3)on2)cc1 | -1
COc1ccc(C(=O)NN(C)c2nc(-c3ccccc3)nnc2C(F)(F)F)cc1 | 9
COc1cccc(C2C(C(=O)c3cc4ccccc4o3)=C(O)C(=O)N2CCN(C)C)c1OC (stereo unspecified) | -5

Reprinted at random: five records from the list.
SMILES | ARNT TACC3 PPI
COc1cccc(C2C(C(=O)c3cc4ccccc4o3)=C(O)C(=O)N2CCN(C)C)c1OC (stereo unspecified) | -5
Cc1cccc(C2NS(=O)(=O)N=C2N)c1 (stereo unspecified) | 4
Cc1ccc(O)c(NC(=O)c2cccc(NC(=O)c3ccco3)c2)c1 | 4
O=C(Cn1ccc2ccccc2c1=O)NCCC(=O)Nc1cccnc1 | -1
COc1ccc(Oc2nc3ccccc3n3cccc23)cc1 | 2

(cont.)
SMILES | ARNT TACC3 PPI
Cc1ccc2cc(S(=O)(=O)NCCCC(=O)O)ccc2c1 | -5
O=C(O)c1nc(-c2ccccc2)n(-c2ccc(Cl)cc2)n1 | -2
CCOC(=O)N1CCN(S(=O)(=O)c2ccc3c(c2)CCN3C(=O)CC)CC1 | -4
Cc1csc(NC(=O)CSc2nnc(CCNC(=O)c3ccc(Cl)c(Cl)c3)n2C)n1 | -2
COC(=O)c1c(NC(=O)C(C)C)sc2c1C(C(=O)OC)CC2 (stereo unspecified) | -1
Cc1ccc(Nc2nc(N)nc(CN3CCN(c4ccccc4F)CC3)n2)cc1 | 19
COC(=O)c1ccc2c(=O)n(CCN3CCOCC3)c(SCC(=O)C(C)(C)C)nc2c1 | 2
Cc1cccn2c(=O)c3cc(C#N)c(=NC(=O)c4cccnc4)n(CC4CCCO4)c3nc12 (stereo unspecified) | -3
COc1ccc(-n2c(=O)cc(N3CCN(c4ccccc4OC)CC3)[nH]c2=O)cc1 | -6
COC(=O)c1ccc(C(NC(=O)OCc2ccccc2)/C(C)=C/[C@@H](C)C(=O)NCc2ccc(OC)c(OC)c2)cc1 (stereo partly specified) | -21
Cc1nc2ccccc2c(=O)[nH]1 | -4
Cc1cc(C(=O)Nc2cnn(Cc3ccc(Cl)cc3Cl)c2)no1 | -7
CCOC(=O)C1=C(C(C)=O)C(c2cccnc2)C(C#N)=C(N)O1 (stereo unspecified) | 0
Cc1ccc2nc(-c3ccccc3)cn2c1 | -5
COCCn1c(SCC(=O)c2ccc(CNC(C)=O)o2)nc2ccccc2c1=O | -6
CCOc1ccc(C2C(C(=O)c3ccc(C)o3)=C(O)C(=O)N2CCN2CCOCC2)cc1OC (stereo unspecified) | -4
O=S(=O)(NCc1cccs1)c1cccc(S(=O)(=O)N2CCCCC2)c1 | -3
CCCCOc1ccc(CSC(CC(=O)O)C(=O)O)cc1 (stereo unspecified) | -5
Cc1nn(-c2nnc(C)c(=O)[nH]2)c(C)c1SCC(=O)Nc1ccc(C(C)C)cc1 | 12
CC(C)(C)n1nnc(CCc2nnn(C(C)(C)C)n2)n1 | -1
Cc1ccc(C)c(NC(=O)CN2C(=O)CNC2=O)c1 | -8
CCOC(=O)c1c(C)[nH]c(NC(=O)N2CCOCC2)c1C | 3
Cn1c(=O)n(C)c2cc(/C=N/NC(=O)c3ccc(Cl)cc3Cl)ccc21 | -2
COCCCNC(=O)C1CCN(S(=O)(=O)N(CC(C)C)CC(C)C)CC1 | -9
CCCCCCc1nc2ccccc2c(=O)n1NC(=O)c1c(O)c2c(n(CC(C)C)c1=O)CCCC2 | 0
CC(=O)/C(=N/Nc1ccccc1)N1CCOCC1 | -2
Cc1ccc(S(=O)(=O)CC2CSc3nnc(C)c(=O)n32)cc1 (stereo unspecified) | -10
O=C1SCCc2c1n(Cc1ccccc1)c1ccccc21 | 7
Cc1ccc(C(=O)NC(=S)Nc2ccccc2C(F)(F)F)cc1C | -2
CCN(CC)S(=O)(=O)c1ccc2oc(C(=O)N3CCCCCC3)c(C)c2c1 | -3
CCOC(=O)C1=C(CSCC(=O)OC)NC(=O)NC1c1cc(C)ccc1C (stereo unspecified) | -8
COCc1nc2ccccc2n1Cc1ccc(Br)cc1 | -7
CCCCCC1CCC(c2ccc(C(N)=O)cc2)CC1 (stereo unspecified) | 0
CCOC(=O)c1[nH]c2ccc(Cl)cc2c1NC(=O)c1nonc1C | -8
c1ccc(-c2nnc(SCc3nc4ccccc4[nH]3)n2Cc2ccco2)cc1 | 1
CCc1cc(C(=O)N(C)CC(=O)N(CC(C)C)c2c(N)n(CC(C)C)c(=O)[nH]c2=O)sc1C | -3
Cc1cc(=O)n2nc(N3CCC(C(=O)NCCc4ccccc4)CC3)sc2n1 | 1
COc1cc(NC(=O)c2cccs2)c(C(=O)OCC(=O)NCc2ccco2)cc1OC | -3
COc1ccc(C2CC(c3ccccc3)n3nnnc3N2)cc1 (stereo unspecified) | -6
CSc1nnc([C@H](C)NC(=O)OC(C)(C)C)o1 | 3

Filtered by structure, those above with a COOH group (five)
SMILES | ARNT TACC3 PPI
O=C(O)c1ccc(-n2cccc2)cc1O | -4
C=CCn1c(CNC(=O)c2cccs2)nnc1SCC(=O)Nc1ccc(C(=O)O)cc1 | 3
Cc1ccc2cc(S(=O)(=O)NCCCC(=O)O)ccc2c1 | -5
O=C(O)c1nc(-c2ccccc2)n(-c2ccc(Cl)cc2)n1 | -2
CCCCOc1ccc(CSC(CC(=O)O)C(=O)O)cc1 (stereo unspecified) | -5

Remaining list, next part.
SMILES | ARNT TACC3 PPI
C1CCC(c2nn3c(-c4n[nH]c5c4CCC5)nnc3s2)CC1 | -1
COc1ccccc1/C=N/NC1=NCCCCC1 | -13
Cc1ccc(OCC(O)Cn2c(=N)n(Cc3ccccc3)c3ccccc32)cc1 (stereo unspecified) | -23
CCCCOc1ccc(C2OC34CCCCC3C(C#N)(C#N)C2(C#N)C(=N)O4)cc1 (stereo unspecified) | 18
Nc1nnc(CCCCc2cccs2)o1 | 2
COc1cccc(/C=N/n2c(SC)nnc2-c2ccccc2)c1OC | 3
NS(=O)(=O)c1ccc(CCNC(=O)CCC2COc3ccccc3O2)cc1 (stereo unspecified) | -15
Cc1ccsc1C(=O)Nc1ccc(C(=O)O)cc1 | 4
COC(=O)Cc1c(C)c2ccc(OC(=O)c3ccco3)cc2oc1=O | -2
O=S1(=O)Nc2c(ccc3cccnc23)-c2ccccc21 | 69*
Cn1c(=O)[nH]c(=O)c2c1nc(N1CCCCCC1)n2CCSc1nc2ccccc2[nH]1 | -3
O=c1c2cc(N3CCOCC3)ccc2[nH]c(=S)n1CCN1CCCC1 | -4
Cc1cc(/C=N/n2cnnc2)c(C)n1-c1ccc(OCc2ccc(F)cc2)cc1 | 0
CC(C)N(CCNC(=O)C1CCC(=O)N1Cc1ccc(F)cc1)Cc1ccccc1 (stereo unspecified) | -2
COc1ccc(NC(=O)C(=O)N2N=C(C(C)C)CC2(O)C(F)(F)F)cc1 (stereo unspecified) | -8
CCOc1ccccc1Oc1c(C)oc2c(CN3CCN(CCO)CC3)c(O)ccc2c1=O | -3
O=C(Nc1nnc(Cc2ccc(Cl)cc2)s1)c1ccco1 | -11
CC(C)CCNc1cc(=O)n(C)c(=O)n1C | -4
Cc1cc(C2(c3ccc(O)c(C)c3)C(=O)Nc3ccccc32)ccc1O | -1
Cn1c(C(C#N)C(=O)c2ccco2)nc2ccccc21 (stereo unspecified) | 5
CCN1C(=O)C(NC(C)=O)c2cc(OC)ccc21 (stereo unspecified) | 4
COC(=O)C1(C)NC(c2cccs2)C2C(=O)N(c3ccc(F)cc3)C(=O)C21 (stereo unspecified) | -7
CC(C)C(NC(=O)OC(C)(C)C)C(=O)N1CCCC1C(=O)NC(Cc1ccccc1)C(N)=O (stereo unspecified) | 10
CC(=O)N1c2ccc(S(=O)(=O)N(C)CC(=O)NC3CCCCC3C)cc2CC1C (stereo unspecified) | -18
CC(=O)c1cccc(N(C(=O)c2ccco2)C(C(=O)NC2CCCC2)c2ccncc2)c1 (stereo unspecified) | -13
CCOc1ccc(OCC)c(-c2c(=O)n(OCc3ccccc3Br)c3ccccc3[n+]2[O-])c1 | 14
Cc1cc(NC(=O)c2ccco2)no1 | -7
Nc1ccc2c(c1)C(=O)C(=O)c1ccccc1-2 | 21
CCCCNC(=S)NC(=O)c1ccc(Cl)cc1Cl | 1
CCOC(=O)Cn1nc(/C=C/c2ccccc2)ccc1=O | 2
COc1ccccc1OCC(=O)Nc1ccc(S(=O)(=O)Nc2cc(C)nc(C)n2)cc1 | -9
O=C(CN1CCOCC1)Nc1ccccc1NC(=O)C1CCN(c2ncccn2)CC1 | -4
CC(NC(=O)c1cccs1)C(c1cccs1)N1CCN(Cc2ccccc2)CC1 (stereo unspecified) | 5
Cc1ccc(Cl)cc1N1CCN(C(CC(C)C)c2nnnn2CC2CCCO2)CC1 (stereo unspecified) | -1
CC(=O)c1sc(NC(=O)c2cccc3ccccc23)nc1C | 1
CC(C)NC(=O)COC(=O)c1ccc(Oc2ccccc2)cc1 | -1
COC(=O)c1cc(-c2ccccc2)n(CC(=O)O)c1C | -4
CCn1c(C)nc2cc(C(=O)NNS(=O)(=O)c3ccccc3F)ccc21 | -3
O=C(Nc1nc(-c2ccccc2)cs1)c1ccc(N2CCOCC2)c([N+](=O)[O-])c1 | -1
COc1ccc(NC(=O)c2oc3ccccc3c2NC(=O)c2ccc3c(c2)OCO3)cc1 | -1

5 entries from above in a different format:
structure	ARNT TACC3 PPI
COc1ccccc1OCC(=O)Nc1ccc(S(=O)(=O)Nc2cc(C)nc(C)n2)cc1	-9
O=C(CN1CCOCC1)Nc1ccccc1NC(=O)C1CCN(c2ncccn2)CC1	-4
CC(NC(=O)c1cccs1)C(c1cccs1)N1CCN(Cc2ccccc2)CC1 (stereo unspecified)	5
Cc1ccc(Cl)cc1N1CCN(C(CC(C)C)c2nnnn2CC2CCCO2)CC1 (stereo unspecified)	-1
CC(=O)c1sc(NC(=O)c2cccc3ccccc23)nc1C	1

Additional entries follow.
SMILES | ARNT TACC3 PPI
CC(C)c1cc(C(=O)O)n[nH]1 | 12
Cc1nnsc1SCC(=O)O | -4
COc1ccc(Cl)cc1NC(=O)C(=O)NC1CCCCCC1 | -3
N#Cc1ccccc1NC(=O)c1ccc(-c2ccccc2Cl)o1 | -3
O=C(Nc1ccc(F)cc1)N1CCN2C(=O)c3ccccc3C12c1ccccc1 (stereo unspecified) | 1
